KCNH2 WT inh – qHTS for Inhibitors of KCHN2 3.1: Wildtype qHTS | activity change, % at 1.84 µM | U2OS, BacMam KCNH2, thallium flux FluxOr; active compounds read low | Voltage-gated inwardly rectifying potassium channel KCNH2 (Homo sapiens), Q12809 | AID 720551, 2013 | 0.37% of 340,000 active;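 active = maximum activity change below -70%; inconclusive = maximum activity change between -70% and -50%; inactive = maximum activity change above -50%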; also: % is scaled to controls: 0 for no effect and ±100 for the full control effect
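U2OS cells were transduced with wild-type KCNH2 virus (2.03 x 10^8 / mL) for 4 h at room temperature, then cultured overnight at 37 C. Thallium flux was read with FluxOr dye. Rate constants were normalized to DMSO controls.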
ASM inhibitor – Inhibitors of Secretory Acid Sphingomyelinase (S-ASM): qHTS; 0.006% of 340,000 active; AID 504937, 2011; placental ASM, HMU-PC fluorogenic substrate, 60 min; Potency, µM (titrated, usually from 57.5 µM), for the others: at the highest dose activity change, negative = inhibition, hits mostly inhibitors; also: potency is read from the fitted curve at half-maximal effect
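HMU-PC0 cleavage (9 uM final) by human placental ASM, 60 min at 37 °C following 10 min compound exposure at RT; stopped at pH 10, fluorescence Ex 386/Em 447 nm.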
GALK inh – qHTS Assay for Inhibitors of Human Galactokinase (GALK). P51570. Purified GALK, Kinase-Glo residual ATP luminescence. Potency, µM (doses to about 57.5 µM), for the others: at the highest dose activity change, negative = inhibition, hits mostly inhibitors. 0.007% of 270,000 active; also: potency is read from the fitted curve at half-maximal effect; % is scaled to controls: 0 for no effect and ±100 for the full control effect
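Galactose (100 uM) and ATP (35 uM) were turned over by 5 nM GALK for 1 h at RT. Kinase-Glo Plus then converted the remaining ATP into a luminescent signal.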
USP2a block – qHTS Assay for Inhibitors of Ubiquitin-specific Protease USP2a Using CHOP2 as the Reporter | Ubiquitin carboxyl-terminal hydrolase 2 (Homo sapiens), O75604 | USP2 core, Ub-CHOP2 coupled fluorogenic reporter, 485/531 | Potency, µM (top dose mostly 38.3 µM), without a hit: at the top dose activity change, negative = inhibition, actives largely listed as inhibitors | 0.01% of 330,000 active | AID 463254, 2010;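 also: potency is read from the fitted curve at half-maximal effect; plate controls were DMSO wells for no effect and full inhibition by NEM control for full effect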
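Deubiquitinase activity read as fluorescence (485/531 nm) after Ub-CHOP2 cleavage activates the enterokinase reporter on its substrate; USP2 core 10nM, Ub-CHOP2 and substrate 25nM each, 30min compound preincubation then 60min RT; data normalized to NEM, curves fitted.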
MBNL1-CUG inh – qHTS Assay for Inhibitors of MBNL1-poly(CUG) RNA binding. Muscleblind-like protein 1 (Homo sapiens), Q9NR56. TR-FRET MBNL1-His/biotin-(CUG)12 binding, 665/545 ratio. Potency, µM (doses to about 57.5 µM), inactives show at the top dose activity change, negative = inhibition, hits mostly inhibitors. 0.036% of 280,000 active; active = well fitted inhibition curve with a large enough effect in the signal ratio, with a control signal flat, not every such curve was filed as active; inconclusive = small, poorly fitted or top-dose-only effect, or effect the other way, or a change in a side signal; inactive = no such curve, though single readings can be large or run the other way; the % refers to the signal ratio; also: potency is read from the fitted curve at half-maximal effect; % is scaled to controls: 0 for no effect and ±100 for the full control effect
Target sequence (Q9NR56 whole entry, looked up): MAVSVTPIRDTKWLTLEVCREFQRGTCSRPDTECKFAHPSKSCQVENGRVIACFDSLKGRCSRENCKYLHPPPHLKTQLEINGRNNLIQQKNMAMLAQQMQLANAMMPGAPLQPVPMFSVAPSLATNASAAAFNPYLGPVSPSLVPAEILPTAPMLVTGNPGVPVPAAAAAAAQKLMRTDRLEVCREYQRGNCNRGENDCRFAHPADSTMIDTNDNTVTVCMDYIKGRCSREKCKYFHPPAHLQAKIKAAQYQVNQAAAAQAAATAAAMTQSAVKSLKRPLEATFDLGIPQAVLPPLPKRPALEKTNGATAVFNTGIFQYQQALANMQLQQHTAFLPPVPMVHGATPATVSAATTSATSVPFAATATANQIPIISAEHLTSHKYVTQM
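Ratiometric TR-FRET (665 over 545 nm, excitation 340 nm) tracks disruption of MBNL1-His/biotin-(CUG)12 complex after 60 min at room temperature, with compounds at 92 nM to 58 uM final.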
Mito fusion yeast – qHTS Assay for Small Molecule Inhibitors of Mitochondrial Division or Activators of Mitochondrial Fusion; S. cerevisiae fusion-defective mutant growth rescue, CellTiterGlo 48 h; Potency, µM (doses to about 46.1 µM), for the others: at the top dose growth rescue (activation), usual class: activators; 0.23% of 320,000 active; AID 485298, 2010;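 also: potency is read from the fitted curve at half-maximal effect; % of control where 0% means no effect; nearly all actives have a fitted effect of over 45% in size; temperature-sensitive fusion mutants such as fzo1-1 at 37 °C on non-fermentable ethanol glycerol medium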
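Luminescent cell viability in 1536-well qHTS format served as the measure of rescued growth in ts fusion-mutant S. cerevisiae cultured on non-fermentable YPEG for 48 hours at 37C.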
Eya2 phos inh – qHTS Assay for Inhibitors of the Phosphatase Activity of Eya2; recombinant Eya2, OMFP fluorescence dephosphorylation (OMFP is methylfluorescein phosphate); Potency, µM (doses to about 76.9 µM), without a hit: at the top dose activity, negative = inhibition, usual class: inhibitors; 0.006% of 330,000 active; also: potency is read from the fitted curve at half-maximal effect; % is scaled to controls: 0 for no effect and ±100 for the full control effect
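Eya2 protein (added as 0.2 uM solution) was preincubated with compound for 10 min at ambient temperature in 50 mM HEPES pH 7.5, 50 mM NaCl, 5 uM MgCl2, 0.05% BSA, 1 mM DTT. OMFP (added at 50 uM) then reacted 10 min; fluorescence read at 485/525 nm.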
TSHR antagonist – Antagonists of the Thyroid Stimulating Hormone Receptor: HTS campaign; Thyrotropin receptor (Homo sapiens), P16473; activity change, negative = inhibition, % at 11.5 µM; 0.2% of 330,000 active; TSHR-expressing cells, TSH-stimulated cAMP HTRF, 2 h; active compounds read low;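 active = activity change below a set negative limit, meaning inhibition stronger than a set level, cut at about -70% in these data; inconclusive = activity change between two set negative limits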; also: % is scaled to controls: 0 for no effect and ±100 for the full control effect
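Freshly harvested TSHR cells receive pin-tooled compound, then EC80 TSH at 4nM final. After 2 hours at 37 deg C, antibody in lysis buffer and cAMP-d2 are added; 30 minutes at ambient temperature precede the HTRF read.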
PKM2 activator – qHTS Assay for Activators of Human Muscle isoform 2 Pyruvate Kinase; Pyruvate kinase PKM (Homo sapiens), P14618; purified PKM2, Kinase-Glo ATP luminescence, activation; response scale: 0% is enzyme alone, no compound; Potency, µM (top dose mostly 57.5 µM), for inactives: at the top dose activation, hits mostly activators; 0.34% of 260,000 active; AID 1631, 2009; also: potency is read from the fitted curve at half-maximal effect; % is scaled to controls: 0 for no effect and ±100 for the full control effect; nearly all actives have a fitted effect of over 55% in size
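Purified hPK-M2 (>95%) run at intermediate activity with 0.1 mM ADP and 0.5 mM PEP in 50 mM imidazole pH 7.2, KCl, MgCl2; 1 h room temperature. ATP formed read by Kinase-Glo luminescence; normalized to uninhibited and no-enzyme controls.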
Menin-MLL TR inh – qHTS Assay for Inhibitors Targeting the Menin-MLL Interaction in MLL Related Leukemias: Competition With Texas Red Labeled MLL-derived Mutant Peptide. O00255. AID 1768, 2009. 0.23% of 270,000 active. Potency, µM (top dose mostly 61.6 µM), inactives show at the top dose FP activity change, negative = inhibition, actives largely listed as inhibitors. Menin + Texas Red MLL mutant peptide, fluorescence polarization; active = well fitted inhibition curve with a large enough effect in the polarisation, with a control signal flat, not every such curve was filed as active; inconclusive = small, poorly fitted or top-dose-only effect, or effect the other way, or a change in a side signal; inactive = no such curve, though single readings can be large or run the other way; the % refers to the polarisation; also: potency is read from the fitted curve at half-maximal effect; % of control where 0% means no effect; many of its hits are not listed in these tables
Target sequence (O00255 whole entry, looked up): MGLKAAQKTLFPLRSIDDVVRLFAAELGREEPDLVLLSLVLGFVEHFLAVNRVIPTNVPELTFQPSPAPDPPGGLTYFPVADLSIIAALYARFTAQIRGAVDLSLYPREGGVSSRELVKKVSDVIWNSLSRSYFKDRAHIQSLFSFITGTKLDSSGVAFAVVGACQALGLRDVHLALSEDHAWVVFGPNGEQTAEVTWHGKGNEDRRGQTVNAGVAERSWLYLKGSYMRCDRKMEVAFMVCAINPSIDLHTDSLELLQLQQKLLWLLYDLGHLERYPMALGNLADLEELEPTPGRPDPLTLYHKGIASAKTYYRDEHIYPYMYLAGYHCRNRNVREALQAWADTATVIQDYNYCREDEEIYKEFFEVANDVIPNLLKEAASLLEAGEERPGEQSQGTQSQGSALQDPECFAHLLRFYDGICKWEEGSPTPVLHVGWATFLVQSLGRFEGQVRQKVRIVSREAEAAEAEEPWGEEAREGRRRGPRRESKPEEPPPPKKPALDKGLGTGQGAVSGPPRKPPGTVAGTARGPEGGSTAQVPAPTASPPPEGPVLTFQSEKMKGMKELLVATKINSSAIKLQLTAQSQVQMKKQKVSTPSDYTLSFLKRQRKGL
Chronic BCR inh – qHTS Assay to Find Inhibitors of Chronic Active B-Cell Receptor Signaling; ABC-DLBCL IkBa-CBG/CBR reporter, luminescence ratio, 4 h; 0.05% of 340,000 active; Potency, µM (series often up to 46.1 µM), without a hit: at the top dose ratio change, negative = lower green/red ratio, most hits filed as inhibitors; AID 493014, 2011; active = well fitted inhibition curve with a large enough effect in the signal ratio, with a control signal flat, not every such curve was filed as active; inconclusive = small, poorly fitted or top-dose-only effect, or effect the other way, or a change in a side signal; the % refers to the signal ratio;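 also: potency is read from the fitted curve at half-maximal effect; plate controls were basal doxycycline-induced cells for no effect and cells given 10 µM MG132 for full effect; MG132 reads +100%, hits lower the ratio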
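TMD8 human ABC-DLBCL cells with doxycycline-inducible IκBα–green luciferase fusion and unfused red luciferase, in 0.5% FBS medium; compounds up to 46 uM, 4 h at 37C. Green/red luminescence ratio, filter-overlap corrected, fitted to concentration-response curves.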
* = called active by the depositor; [ ] = dose if it differs, or a comment. Unless noted, calls follow the shape of the dose curve; as a rule, active = well fitted curve in the direction sought with a large enough effect; inconclusive = small, poorly fitted or top-dose-only effect, or another doubt; inactive = no such curve, though single readings can be large; an effect the other way counts as inactive or inconclusive.

Results for Cc1coc2c1c(C)cc1oc(=O)c(CC(=O)NCCCN3CCCC3=O)c(C)c12 ?
KCNH2 WT inh: 6; ASM inhibitor: 42%[activator]; USP2a block: 3%; MBNL1-CUG inh: 25%; Mito fusion yeast: 0%; Eya2 phos inh: -14%; TSHR antagonist: -3; PKM2 activator: -10%; Menin-MLL TR inh: -15%; Chronic BCR inh: -3%

How did COc1ccc(NC(=O)Cn2cc(C(=O)C3CC3)c3ccccc32)cc1 do in these assays?
KCNH2 WT inh: -1; ASM inhibitor: 26%; GALK inh: 15%; USP2a block: 0%; MBNL1-CUG inh: -1%; Mito fusion yeast: 6%; Eya2 phos inh: -6%; TSHR antagonist: -4; PKM2 activator: 6%; Menin-MLL TR inh: inconclusive; Chronic BCR inh: 0%

What do the screens show for `CS(=O)(=O)c1ccc(NS(=O)(=O)c2ccc(Cl)c(C(=O)NC3=NCCS3)c2)cc1`?
KCNH2 WT inh: 22; ASM inhibitor: 5%; USP2a block: 1%; Eya2 phos inh: -1%; TSHR antagonist: -4; Chronic BCR inh: 9%

How did CC1CN(C(=O)CSc2nnc(-c3ccc(Cl)cc3)n2C)CC(C)O1 (configuration not stated) do in these assays?
KCNH2 WT inh: -11; ASM inhibitor: 6%; GALK inh: 1%; USP2a block: 2%; MBNL1-CUG inh: 4%; Mito fusion yeast: -2%; Eya2 phos inh: -6%; TSHR antagonist: 11; PKM2 activator: -3%; Menin-MLL TR inh: 4%; Chronic BCR inh: 11%

Results for CCOC(=O)N1CCN(C2CC(=O)N(c3ccc(Oc4ccccc4)cc3)C2=O)CC1 (configuration not stated) ?
KCNH2 WT inh: 11; ASM inhibitor: -2%; GALK inh: -3%; USP2a block: 1%; MBNL1-CUG inh: -1%; Mito fusion yeast: -11%; Eya2 phos inh: -29%; TSHR antagonist: 4; PKM2 activator: -14%; Menin-MLL TR inh: 1%; Chronic BCR inh: 20%

What do the screens show for `COc1ccc([C@]23Cc4cc(OC)c(OC)cc4C(O2)C2=C(CCCC2=O)O3)cc1`?
USP2a block: 3%[7.66 µM]; MBNL1-CUG inh: 4%[11.5 µM]; Mito fusion yeast: -1%[9.22 µM]; Eya2 phos inh: 2%[15.4 µM]; PKM2 activator: 5%[11.5 µM]; Menin-MLL TR inh: 13%[11.7 µM]; Chronic BCR inh: -14%[9.22 µM]

Results for CC1(C)CC(N2CCCCC2)=CC(=[N+]2CCCCC2)C1 ?
KCNH2 WT inh: -22; ASM inhibitor: 7%; GALK inh: -3%; USP2a block: 5%; MBNL1-CUG inh: 2%; Mito fusion yeast: inconclusive; Eya2 phos inh: -26%; TSHR antagonist: -11; PKM2 activator: 1%; Menin-MLL TR inh: -11%; Chronic BCR inh: 8%

How did O=C(NN1CCOCC1)c1ccc(Cl)cc1[N+](=O)[O-] do in these assays?
KCNH2 WT inh: -28; ASM inhibitor: 2%; GALK inh: 7%; USP2a block: -1%; MBNL1-CUG inh: inconclusive; Mito fusion yeast: 1%; Eya2 phos inh: 0%; TSHR antagonist: 4; PKM2 activator: -11%; Chronic BCR inh: 0%

How did CCC(C)NS(=O)(=O)c1ccc(OC)c(Cl)c1Cl (configuration not stated) do in these assays?
KCNH2 WT inh: -7; ASM inhibitor: -1%; GALK inh: 0%; USP2a block: 5%; MBNL1-CUG inh: -1%; Mito fusion yeast: 4%; Eya2 phos inh: -6%; TSHR antagonist: -8; PKM2 activator: 5%; Menin-MLL TR inh: -9%; Chronic BCR inh: inconclusive

Results for Cc1noc(C)c1/C=N/Nc1ccc2ccccc2n1 ?
KCNH2 WT inh: -7; ASM inhibitor: 346%[activator]; GALK inh: 3%; USP2a block: -1%; Mito fusion yeast: 5%; Eya2 phos inh: 7%; TSHR antagonist: 2; PKM2 activator: 0%; Menin-MLL TR inh: 9%; Chronic BCR inh: inconclusive

Results for CCC(C)NC(=O)c1cc2c(=O)n3cccc(C)c3nc2s1 (configuration not stated) ?
KCNH2 WT inh: 2; ASM inhibitor: inactive; GALK inh: 0%; USP2a block: 2%; MBNL1-CUG inh: inconclusive; Mito fusion yeast: 17%; Eya2 phos inh: 4%; TSHR antagonist: -6; Menin-MLL TR inh: inconclusive; Chronic BCR inh: inconclusive

Results for OCC[C@@H]1C[C@H](O)[C@@H](O)[C@@]2(CCc3ccccc3CO2)O1 ?
KCNH2 WT inh: 9; ASM inhibitor: -6%; USP2a block: 0%; MBNL1-CUG inh: -10%; Mito fusion yeast: -1%; Eya2 phos inh: 14%; TSHR antagonist: 4; PKM2 activator: 1%; Menin-MLL TR inh: -23%; Chronic BCR inh: 0%

Results for CCc1cc(C(c2ccccn2)N2CCN(C)CC2)c(NC(=O)c2ccccc2)s1 (configuration not stated) ?
KCNH2 WT inh: 28; ASM inhibitor: 3%; GALK inh: 0%; USP2a block: 3%; MBNL1-CUG inh: inconclusive; Mito fusion yeast: 1%; Eya2 phos inh: -15%; TSHR antagonist: -4; PKM2 activator: 14%; Menin-MLL TR inh: -10%; Chronic BCR inh: 7%

How did CN1C(N)=NC(=O)/C1=C\c1ccc(Br)cc1 do in these assays?
KCNH2 WT inh: -1; ASM inhibitor: -6%; GALK inh: -1%; USP2a block: 1%; MBNL1-CUG inh: inconclusive; Mito fusion yeast: -8%; Eya2 phos inh: 2%; TSHR antagonist: 14; Menin-MLL TR inh: 13%; Chronic BCR inh: 5%

How did O=C(COC(=O)C1CCN(c2ccc(C(F)(F)F)cn2)CC1)Nc1ccc(Cl)cn1 do in these assays?
KCNH2 WT inh: -42; ASM inhibitor: -15%; GALK inh: -4%; USP2a block: 0%; MBNL1-CUG inh: 40%[activator]; Mito fusion yeast: 3%; Eya2 phos inh: -3%; TSHR antagonist: -7; PKM2 activator: 20%; Chronic BCR inh: 1%

What do the screens show for `COc1cc2ccccc2cc1C(=O)Nc1sc2c(c1C(N)=O)CCN(C(C)C)C2`?
GALK inh: -7%; USP2a block: 4%; MBNL1-CUG inh: inconclusive; Mito fusion yeast: -12%; Eya2 phos inh: 0%; TSHR antagonist: 23; PKM2 activator: 0%; Menin-MLL TR inh: 4%; Chronic BCR inh: inconclusive

How did COc1ccccc1NC(=O)N1CCN(c2ccc3nnc(-c4ccc(F)cc4)n3n2)CC1 do in these assays?
KCNH2 WT inh: 7; ASM inhibitor: -9%; USP2a block: -1%; MBNL1-CUG inh: 6%; Mito fusion yeast: 1%; Eya2 phos inh: -5%; TSHR antagonist: -14; PKM2 activator: 3%; Chronic BCR inh: -3%

What do the screens show for `CCOc1ccc(N2C(=O)CC(N3CCN(C4CCc5ccccc5C4)CC3)C2=O)cc1` (configuration not stated)?
KCNH2 WT inh: 0; ASM inhibitor: 5%; GALK inh: 4%; USP2a block: 0%; MBNL1-CUG inh: -2%; Mito fusion yeast: -3%; Eya2 phos inh: -2%; TSHR antagonist: -10; PKM2 activator: 4%; Menin-MLL TR inh: -3%; Chronic BCR inh: -2%

Assay outcomes (PubChem)

This is a subset, so the mix of outcomes need not match the whole.
